Screens from PubChem BioAssay.
p53 reactivation: restores transcriptional activity of mutant p53. Potency, µM (series often up to 92.2 µM), without a hit: at the highest dose activity change, positive = activation, actives largely listed as activators. 320,000 compounds, 0.063% hits. H1299 p53-A138V BP100-luciferase reporter, luminescence, 24 h; note: potency is the fitted concentration of half-maximal effect; % of control where 0% means no effect; nearly all actives have a fitted effect of over 45% in size
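H1299 (p53-null), stable ts p53-A138V + BP100-Luc; 1000 cells/well, Opti-MEM/10% FBS; cpd 4 pt, 1:5; 24 h, 37 deg C, 5% CO2; detection reagent 10 min RT; luminescence.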
RORg inh: ROR gamma (mouse) transcription inhibition; P51450; Drosophila S2 Gal4-RORgamma UAS-luciferase reporter, 20 h; Potency, µM (titrated, usually from 53.6 µM), without a hit: at the highest dose activity change, negative = inhibition, most hits filed as inhibitors; 310,000 compounds, 5.4% hits; AID 2551; note: potency is the fitted concentration of half-maximal effect; % is set by controls: 0 for no effect and ±100 for the full control effect; nearly all actives have a fitted effect of over 60% in size
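Schneider cells (Drosophila), stable Gal4 DBD–ROR gamma + UAS-luc; 1 hr cmpd preincubation; Cu2+ induction 700 uM final; 20 hr ambient; luminescence.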
BRCA1 expr up: increases BRCA1 expression; 380,000 compounds, 1.1% hits; Potency, µM (series often up to 46.1 µM), inactives show top-dose activation, usual class: activators; MCF7-BRCA1-FFLuc reporter, luminescence, 48 h; response scale: scaled: vehicle 0%, 10 µM genistein 100%; AID 624202; note: potency is the fitted concentration of half-maximal effect; nearly all actives have a fitted effect of over 80% in size; some results filed as inactive show a strong effect at the top dose
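MCF7 cells carrying a BRCA1-firefly luciferase reporter (2000 cells/well, phenol-red free MEM) were attached for 2 h at 37 °C, then given compounds for 48 h. Luminescence was read 15 min after luciferase reagent; activity normalized to genistein (10 microM) and DMSO.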
Rab9 prom act: activators of Rab9 promoter; Huh7 Rab9 promoter-luciferase reporter, luminescence, 24 h; Potency, µM (titrated, usually from 9.22 µM), for inactives: at the top dose activation, negative = inhibition, usual class: activators; 320,000 compounds, 2.8% hits; AID 485297; note: potency is the fitted concentration of half-maximal effect; % of control where 0% means no effect; nearly all actives have a fitted effect of over 60% in size
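Huh7 cells stably carrying a Rab9 promoter-luciferase reporter, 1500 cells per well in OP-MEM I with 10% FBS, treated with compound 24 hours at 37C. Luciferase activity read by luminescence after 10 minutes with Amplite reagent.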
NPC1 prom act: activates the NPC1 promoter; Huh7 NPC1 promoter luciferase reporter, 24 h; Potency, µM (series often up to 9.22 µM), inactives show top-dose activation, usual class: activators; 320,000 compounds, 2.4% hits; AID 485313;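 note: potency is the fitted concentration of half-maximal effect; % of control where 0% means no effect; nearly all actives have a fitted effect of over 60% in size; reporter is driven by a mutant NPC1 promoter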
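Luminescence from an NPC1 promoter-driven luciferase reporter in stably transfected Huh7 cells was measured after 24 h compound treatment at 37 °C, followed by 10 min ambient incubation with luciferase detection reagent.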
FLuc modulator: inhibits or activates purified firefly luciferase, miR-21 counter-screen; Potency, µM (doses to about 57.5 µM), for the others: top-dose activity change, negative = inhibition, hits mostly inhibitors; AID 588342; 360,000 compounds, 6.9% hits; purified FLuc, Km substrates, luminescence inhibition; P08659;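 note: potency is the fitted concentration of half-maximal effect; plate controls were vehicle for no effect and reference inhibitor for full effect; nearly all actives have a fitted effect of over 55% in size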
Target sequence (P08659 whole entry, looked up): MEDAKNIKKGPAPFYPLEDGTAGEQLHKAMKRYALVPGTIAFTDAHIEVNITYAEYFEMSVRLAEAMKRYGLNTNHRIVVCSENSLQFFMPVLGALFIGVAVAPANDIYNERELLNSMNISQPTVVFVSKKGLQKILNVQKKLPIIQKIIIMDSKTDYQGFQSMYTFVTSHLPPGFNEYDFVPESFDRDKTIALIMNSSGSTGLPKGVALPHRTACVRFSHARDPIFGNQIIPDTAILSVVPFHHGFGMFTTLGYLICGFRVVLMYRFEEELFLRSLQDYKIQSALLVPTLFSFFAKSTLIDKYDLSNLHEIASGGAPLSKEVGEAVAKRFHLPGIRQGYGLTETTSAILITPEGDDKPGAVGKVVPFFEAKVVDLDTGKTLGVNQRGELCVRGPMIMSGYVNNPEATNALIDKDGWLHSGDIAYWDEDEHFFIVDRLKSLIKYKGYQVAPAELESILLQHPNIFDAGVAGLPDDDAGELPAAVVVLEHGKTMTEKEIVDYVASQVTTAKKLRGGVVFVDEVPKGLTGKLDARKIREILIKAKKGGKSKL
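Purified P. pyralis luciferase, 10 nM final, with Km-level 10 uM D-luciferin and 10 uM ATP in 50 mM Tris acetate pH 7.5, 10 mM Mg acetate, 0.01% Tween-20, 0.05% BSA; 6-point qHTS titration about 60 µM downward; luminescence read.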
VP16 counter: Gal4-VP16 reporter inhibition counter-screen. Drosophila S2 Gal4-VP16 UAS-luciferase, luminescence, 20 h. Potency, µM (highest dose often 53.6 µM), for inactives: at the highest dose activity, negative = inhibition, usual class: inhibitors. 310,000 compounds, 3.5% hits. AID 2546;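 note: Gal4-VP16 expression switched on by copper sulfate through the metallothionein promoter; potency is the fitted concentration of half-maximal effect; % is set by controls: 0 for no effect and ±100 for the full control effect; nearly all actives have a fitted effect of over 50% in size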
ELG1 genotox: genotoxicity induction in ELG1-luciferase HEK293T cells; AID 504466; Potency, µM (series often up to 46 µM), for inactives: at the top dose activity change, positive = activation, hits mostly activators; HEK293T ELG1-luciferase reporter, luminescence, 16 h; 330,000 compounds, 1.3% hits; note: potency is the fitted concentration of half-maximal effect; % of control where 0% means no effect; nearly all actives have a fitted effect of over 60% in size
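DMSO vehicle served as control against compound-treated ELG1-luciferase HEK293T cells; exposure lasted 16 hr at 37 °C and 5% CO2, followed by ONE-Glo luminescence detection after 30 min.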
Tb PFK block: T. brucei PFK enzyme inhibition. AID 485367. T. brucei PFK, ADP-Glo luminescence. O15648. 330,000 compounds, 0.17% hits. Potency, µM (series often up to 57.5 µM), for inactives: at the highest dose activity, negative = inhibition, actives largely listed as inhibitors;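 note: potency is the fitted concentration of half-maximal effect; 0% = uninhibited 1x PFK enzyme wells and -100% = no-enzyme wells; nearly all actives have a fitted effect of over 60% in size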
Target sequence (O15648 whole entry, looked up): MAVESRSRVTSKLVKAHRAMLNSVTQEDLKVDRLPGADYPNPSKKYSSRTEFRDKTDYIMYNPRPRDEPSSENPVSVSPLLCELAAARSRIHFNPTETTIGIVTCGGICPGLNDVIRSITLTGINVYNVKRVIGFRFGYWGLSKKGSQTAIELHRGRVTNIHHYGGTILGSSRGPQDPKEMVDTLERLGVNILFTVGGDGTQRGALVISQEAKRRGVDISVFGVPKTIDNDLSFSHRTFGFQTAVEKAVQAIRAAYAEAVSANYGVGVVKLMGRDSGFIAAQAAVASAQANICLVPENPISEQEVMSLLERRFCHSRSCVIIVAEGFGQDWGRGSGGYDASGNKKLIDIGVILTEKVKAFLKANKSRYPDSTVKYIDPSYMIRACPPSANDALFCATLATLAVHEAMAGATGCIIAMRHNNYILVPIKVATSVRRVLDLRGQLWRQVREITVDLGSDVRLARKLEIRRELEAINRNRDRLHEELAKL
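Activity is normalized to no-enzyme wells (full inhibition) and 1.25 nM enzyme wells (no inhibition). Reaction: 0.5 mM F6P, 0.1 mM ATP, 45 min RT, ADP-Glo luminescence; concentration-response curves fitted and classed by quality.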
TRPV1 ag: agonists of human vanilloid receptor 1 (TRPV1) | 320,000 compounds, 0.19% hits | TRPV1-expressing cells, Fluo-8 calcium influx, agonist mode | activation, % at 8.33 µM | Q8NER1; in the data active = activation above about 80%; inconclusive = between about 30% and that limit; note: 0% is about no effect
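Cells expressing TRPV1 were dye-loaded with Fluo-8 and read kinetically: 10 s baseline, 3 min after compound (agonist portion), then 2 min after EC20 capsaicin (allosteric enhancer portion). Calcium-bound dye fluorescence at 480/520 nm.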
ELG1 DNA repair: inhibitors of ELG1-dependent DNA repair in HEK293T cells. Potency, µM (highest dose often 46.1 µM), without a hit: top-dose activity change, negative = inhibition, usual class: inhibitors. AID 504467. HEK293T ELG1-luciferase reporter, luminescence, 16 h; DNA damage induced by 5-fluorouridine. 330,000 compounds, 2.3% hits; note: potency is the fitted concentration of half-maximal effect; % is set by controls: 0 for no effect and ±100 for the full control effect; nearly all actives have a fitted effect of over 55% in size
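Step one: seed 2,000 cells per well. Step two: pin-transfer compound or DMSO alongside 5-fluorouridine. Step three: incubate 16 hr, 37 °C, 5% CO2. Step four: add ONE-Glo, wait 30 min, read luminescence.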
Numbers without * were called inactive; u = inconclusive; x = not tested or not shown; & = joins results of further samples; [ ] = remark or other dose. Unless noted, calls come from the whole dose curve; as a rule, active = well fitted curve in the direction sought with a large enough effect; inconclusive = small, poorly fitted or top-dose-only effect, or another doubt; inactive = no such curve, though single readings can be large; an effect the other way counts as inactive or inconclusive.

SMILES	p53 reactivation	RORg inh	BRCA1 expr up	Rab9 prom act	NPC1 prom act	FLuc modulator	VP16 counter	ELG1 genotox	Tb PFK block	TRPV1 ag	ELG1 DNA repair
CCOCCCN1C(=O)CN(C2CCCCCC2)C(=O)C1c1ccc(OC)cc1 (configuration not stated)	-6%	28%	-2%	4%	2%	3%	2%	6%	-3%	18	u
CCC(C(=O)OCC(=O)N(C)c1c(N)n(Cc2ccccc2)c(=O)[nH]c1=O)c1ccccc1 (configuration not stated)	-2%	x	8%	2%	-5%	0%	x	0%	0%	-2	-1%
NS(=O)(=O)c1ccc(N2C(=O)C3CC=CCC3C2=O)cc1 (configuration not stated)	1%	2%	-2%	-2%	0%	0%	4%	0%	-5%	0	1%
Cc1occc1C(=O)N/N=C/c1ccc(OCc2ccccc2)cc1	8%	u	6.3µM*	2.8µM*	u	u	-89%	u	-4%	22	u
CC(C)CN1CCN(Cc2ccc(CN3CCCCC3)s2)CC1CCO (configuration not stated)	3%	-2%	-13%	1%	-3%	0%	0%	-2%	0%	2	1%
Cc1ccc(-n2ncc3c(=O)n(CC(=O)N4CCN(c5ccccc5)CC4)cnc32)cc1	1%	-2%	-15%	4%	-3%	u	-16%	15%	-2%	-3	u
O=S(=O)(c1ccc(-c2ccccc2)cc1)N1CCOCC1	x	12%	13%&-38%	x	x	-1%	-7%	x	x	5	x
CC(NC(=O)C1CCN(C(=O)c2cccs2)CC1)c1ccc(S(N)(=O)=O)cc1 (configuration not stated)	0%	x	2%	0%	-1%	2%	x	4%	u	-2	13%
COc1cc(NC(=O)COC(=O)CNC(=O)c2cc(C)cc(C)c2)c(C)cc1[N+](=O)[O-]	-1%	8%	11%	-7%	-3%	0%	-3%	2%	-7%	2	0%
O=C(Nc1ccncc1)c1ccccc1Cl	4%	0%	41%	-5%	-1%	-11%	-5%	-6%	-3%	3	-2%
C/C(=N\Nc1ccc(C(F)(F)F)cc1[N+](=O)[O-])C(C)C	-3%	1%	-7%	-5%	4%	-9%	-8%	2%	-4%	0	9%
Cc1ccc(S(=O)(=O)N2CCOC2CNC(=O)C(=O)NCc2ccccc2)cc1 (configuration not stated)	-2%	17%	1%	-3%	-1%	5%	-1%	-3%	-3%	-6	-14%
O=C(NCC1CCCO1)NC12CC3CC(CC(C3)C1)C2 (configuration not stated)	-5%	8%	2%	-6%	-3%	-10%	5%	1%	-2%	6	7%
C#CC(CCN1CCCCC1)(OC)c1ccccc1 (configuration not stated)	11%	1%	302%	0%	-5%	7%	-3%	-2%	-2%	1	16%
CSCCC(NC(=O)c1ccco1)C(=O)N1CCCC(C(F)(F)F)C1 (configuration not stated)	7%	x	12%	-10%	0%	3%	x	-3%	3%	3	16%
CCN(CC)C(=O)C(C(=O)c1cccc([N+](=O)[O-])c1)n1cc(Cl)ccc1=O (configuration not stated)	1%	11%	3%	0%	1%	-1%	-5%	0%	5%	0	12%
O=C(Cc1cccs1)Nc1cccc(C(=O)Nc2ccco2)c1	-6%	31%	-21%	2%	-3%	u	8%	12%	4%	7	1%
COc1ccc(C(=O)NNC2=NS(=O)(=O)c3ccccc32)cc1OC	0%	-30%	-15%	-2%	1%	15µM*	-3%	-5%	3%	-1	2%
O=C(CN1C(=O)S/C(=C\c2ccc(O)c([N+](=O)[O-])c2)C1=O)Nc1ccc(N2CCOCC2)cc1	-3%	0%	17%	1%	10%	u	20%	-2%	-12%	-3	13%
COc1ccc(NC(=O)c2ccc(OC(F)F)cc2)cc1Cl	u	13%	u	2.5µM*	2µM*	2.7µM*	1%	u	0%	u	u
N#Cc1ccccc1Oc1ccccc1C=O	6%	-20%	3%	3%	1%	-12%	-2%	1%	-3%	2	3%
CCCNC(=O)CSc1nc2ccc(OCC)cc2s1	-4%	15%	8%	10%	-4%	u	0%	-4%	-3%	6	-13%
CCOc1ccc(NC(=O)CC2C(=O)N(c3ccc(OC)cc3)C(=O)N2CCc2cccs2)cc1 (configuration not stated)	-16%	31%	-27%	-4%	-3%	3%	1%	-6%	-4%	2	u
CN(CC(=O)NCCCc1ccccc1)Cc1ccc(Br)cc1	7%	7%	3%	2%	0%	-2%	-2%	-2%	-1%	u	-6%
O=C(N/N=C/c1ccc[nH]1)c1cccc([N+](=O)[O-])c1	9%	7.9µM*	-8%	-3%	-8%	1%	10µM*	2%	0%	1	2%
COC(=O)C1=C(N)Oc2cc(C)n(Cc3ccccc3)c(=O)c2C1c1ccccc1 (configuration not stated)	-3%	-1%	0%[1.84 µM]	2%	1%	2%	-13%	12%	1%	2	3%
CCC1CCCCN1C(=O)COC(=O)c1cccs1 (configuration not stated)	27%	x	-9%	x	x	x	x	3%	3%	x	29%
CCOc1ccc(CNC(c2ccccc2)c2ccccc2)cc1	u	u	-2%	-1%	0%	4%	-8%	5%	1%	13	10%
CC(=O)N(c1ccc(Br)cc1)C1C=CS(=O)(=O)C1 (configuration not stated)	-3%	-4%	0%	2%	1%	0%	0%	-10%	0%	0	17%
COc1ccc(N(C)S(=O)(=O)c2cccc(C(=O)NC3CCC(C)CC3)c2)cc1 (configuration not stated)	0%	19%	-28%	6%	8%	-3%	-4%	-11%	10%	11	u
CN(Cc1ccccc1)C(=O)c1[nH]cnc1C(=O)N[C@@H](Cc1ccccc1)C(=O)OCc1ccccc1	-2%	10µM*	-2%	1%	-4%	1%	10µM*	1%	-3%	8	12%
CCCN1C2CCCC1CC(NC(=O)c1ccc(F)cc1)C2 (configuration not stated)	7%	u	3%	16%	-4%	1%	2%	2%	-1%	0	2%
CN(C(=O)CSc1nc2ccc([N+](=O)[O-])cc2s1)C1CCS(=O)(=O)C1 (configuration not stated)	0%	37%	0%	-2%	-1%	-12%	3%	-9%	-2%	-1	u
O=C1c2cccc3c(N4CCOCC4)c([N+](=O)[O-])cc(c23)C(=O)N1c1cccc2ccccc12	4%	11%	-32%	-6%	-11%	-4%	-21%	1%	-10%	-4	-5%
COc1cc(C2N(c3ccc(F)cc3)C(=O)C3CCCN32)cc(OC)c1OC (configuration not stated)	1%	-12%	0%	-3%	-1%	1%	6%	-4%	-2%	2	12%
COC(=O)CN1C(=O)C2(OCCCO2)c2cc(Br)ccc21	2%	18%[10 µM]	1%	-7%	1%	-2%	0%	-2%	1%	17	2%
COc1ccc(C(=O)C2CCCN(Cc3cn[nH]c3-c3ccc(F)cc3)C2)cc1OC (configuration not stated)	-2%	2%	-20%	-3%	-4%	-2%	-12%	-3%	-1%	1	-3%
O=C(CSc1nncc2ccccc12)N1CCCCC1	u	0%	74%	u	29%	u	27%	3%	0%	2	19%
CCCN1CCC(=O)N(CCSc2ccc(OC)cc2)CC1	6%	-8%&-10%	-17%	-22%	-36%[inhibitor]	-5%	-7%&-8%	3%	-9%	6	u
CN(C)c1nc(N)nc(CSc2nnnn2-c2ccc(C(=O)O)cc2)n1	-4%	0%	2%	-4%	1%	0%	-2%	2%	-1%	-2	0%
COC(=O)/C(C#N)=C/c1c(N2CCN(c3ccc(OC)cc3)CC2)nc2c(C)cccn2c1=O	-4%	-5%	-34%	0%	-1%	-1%	2%	-5%	-1%	-1	u
CC(CCc1ccco1)N(C)S(=O)(=O)c1csc(C(N)=O)c1 (configuration not stated)	0%	u	-3%	-4%	-6%	0%	-4%	-5%	1%	0	-1%
COc1cccc(N(CC(=O)NCCSc2ccccc2)S(C)(=O)=O)c1	-4%	8%	-4%	-5%	-7%	10%	-14%	1%	-1%	2	-14%
Nc1nn(-c2ccccc2)c(N)c1N=Nc1ccc2c(c1)OCO2	u	-32%	-13%	0.63µM*	u	1.7µM*	-24%	u	-5%	u	u
O=C(Cn1cc(C(F)(F)F)ccc1=O)Nc1ccc(N2CCOCC2)cc1	-1%	23%	-9%	-3%	2%	-4%	-13%	0%	1%	2	17%
O=c1c2c3c(sc2[nH]c(=S)n1Cc1ccco1)CCC3	0%	u	-13%	0%	2%	-4%	u	0%	-14%	4	-6%
